# Screens deposited in PubChem by several laboratories.
# procasp3 activ = procaspase-3 (human) activation; hit rate 0.11% among 330,000; P42574; recombinant procaspase-3 D3A, Ac-DEVD-pNA absorbance 405 nm; AID 463141; activation, % at 8.5 µM;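 active means activation above the mean of all tested compounds plus 3 SD, cut at about 21% in these data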;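 further: 0% = DMSO alone and 100% = DMSO wells spiked with extra 5 µM PC-3 D3A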
#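 Evaluation: percent activation relative to control range; Material: Procaspase-3 D3A mutant, all three cleavage aspartates alanine; Compound: single dose, 8.5 µM nominal compound, 0.8% DMSO; Replication: one well per compound; Signal: absorbance at 405 nm, 0 and 120 min; Schedule: 1 h preincubation plus 2 h reaction at 25 °C.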
# PP1 inh = blocks human PP1-alpha phosphatase, a PP5 counter-screen | inhibition, % at 6.7 µM | hit rate 0.9% among 320,000 | P62136 | purified PP1alpha, OMFP fluorescence;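 active means inhibition above the mean inhibition of all tested compounds plus 3 SD, computed separately for each screening campaign, cut at about 15% in these data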
# procasp7 counter = counter-screen for procaspase-3 activators: activators of human procaspase-7. P55210. recombinant procaspase-7, Ac-DEVD-pNA absorbance 405 nm; D23A/D198A/D206A triple mutant, cannot self-cleave; scale: DMSO 0, 5 µM enzyme 100. activation, % at 8.5 µM. hit rate 0.093% among 330,000. AID 463210;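 active means percent activation above the screen-wide mean plus 3 SD, cut at about 25% in these data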
#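 Test system: Procaspase-7 triple mutant (PC-7 D3A). Also added: Ac-DEVD-pNA substrate, 400 µM as added. Schedule: 1 h enzyme–compound preincubation and 2 h substrate reaction, both 25 °C. Signal: p-Nitroaniline absorbance at 405 nm, read at 0 and 120 min. Control set: low DMSO alone, high DMSO plus 5 µM PC-7.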
# Efflux pump mplx = inhibitors of Candida antifungal efflux pumps expressed in yeast | S. cerevisiae Candida pump triplex, Nile Red efflux | AID 485275 | inhibition, % at 10 µM | hit rate 0.44% among 330,000;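 active means plate passing quality check with inhibition over a set limit, or well fluorescence over plate mean plus 4 SD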;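 further: Nile Red retained in pooled yeast measured as flow cytometry median fluorescence; 0% = buffer negative control and 100% = Enniatin B positive control; higher means more Nile Red kept so more efflux inhibition; some compounds called inactive have numbers as strong as hits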
# PP5 inh = blocks human protein phosphatase 5 activity | P53041 | purified PP5c, OMFP substrate fluorescence | inhibition, % at 6.7 µM | hit rate 0.18% among 320,000;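 active means inhibition above the campaign's mean inhibition across all tested compounds plus 3 SD, cut at about 9.5% in these data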;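 further: 0% = DMSO only and 100% = 100 µM cantharidin control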
# Target sequence (P53041 whole entry, looked up): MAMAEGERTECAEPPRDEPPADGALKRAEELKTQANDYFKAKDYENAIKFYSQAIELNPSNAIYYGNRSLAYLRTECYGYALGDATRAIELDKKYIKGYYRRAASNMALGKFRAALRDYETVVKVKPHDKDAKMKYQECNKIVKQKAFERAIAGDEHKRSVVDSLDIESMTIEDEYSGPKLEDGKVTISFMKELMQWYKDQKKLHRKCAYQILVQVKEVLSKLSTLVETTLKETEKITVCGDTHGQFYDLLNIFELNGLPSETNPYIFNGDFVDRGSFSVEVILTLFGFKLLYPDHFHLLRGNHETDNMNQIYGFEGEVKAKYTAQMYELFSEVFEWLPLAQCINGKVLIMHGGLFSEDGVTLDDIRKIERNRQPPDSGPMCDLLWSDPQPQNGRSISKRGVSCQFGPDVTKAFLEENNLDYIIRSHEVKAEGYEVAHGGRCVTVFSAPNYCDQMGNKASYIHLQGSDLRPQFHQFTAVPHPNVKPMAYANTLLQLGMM
# core dimer inh = HCV core protein dimerization inhibition | AID 1899 | hit rate 0.33% among 300,000 | inhibition, % at 5 µM | TR-FRET GST/Flag-core106 dimerization, 1536-well;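 active means inhibition above the mean of all tested compounds plus 3 SD, set per screening campaign, cut at about 45% in these data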
#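 Assay system – GST-tagged and Flag-tagged HCV core protein residues 1-106 · Quantity – core106 proteins, GST 13.5 nM and Flag 17 nM · Benchmarks – unlabelled core106 and no-GST-core106 wells · Read-out basis – percent inhibition of core106 dimerization signal · Detection – time-resolved FRET, ex 340 nm, em 617 and 671 nm · Schedule – 4 h at 22.5 °C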
# GASC-1 inh = inhibitors of human GASC-1 (JMJD2C) demethylase. Q9H3R0. GST-JMJD2C(1-420) H3K9me3 demethylation, DELFIA europium. inhibition, % at 2.35 µM. hit rate 0.069% among 330,000. AID 2099;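 active means more than half of a compound's replicate wells show inhibition beyond 50%, single wells judged on their own value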;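 further: signal counts dimethyl H3K9 product captured on neutravidin plate; 0% = median of DMSO wells and 100% = 0.3 times that DMSO median; strong numbers were not always called active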
# Target sequence (Q9H3R0 1-420 limits assumed): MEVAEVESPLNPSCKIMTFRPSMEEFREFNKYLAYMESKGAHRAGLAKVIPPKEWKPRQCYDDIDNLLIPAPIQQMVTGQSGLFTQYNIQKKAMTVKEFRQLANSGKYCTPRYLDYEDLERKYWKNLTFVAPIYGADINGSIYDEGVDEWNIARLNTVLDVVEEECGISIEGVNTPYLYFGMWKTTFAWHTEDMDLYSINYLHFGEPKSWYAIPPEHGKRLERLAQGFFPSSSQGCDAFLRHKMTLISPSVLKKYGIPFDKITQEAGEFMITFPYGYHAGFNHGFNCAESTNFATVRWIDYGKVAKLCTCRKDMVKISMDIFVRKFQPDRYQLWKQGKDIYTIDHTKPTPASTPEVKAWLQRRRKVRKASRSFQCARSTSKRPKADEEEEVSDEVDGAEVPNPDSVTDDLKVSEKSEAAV
# CTSL1 counter = counter-screen for PFM18AAP inhibitors: inhibitors of F. hepatica cathepsin L1; recombinant F. hepatica cathepsin L1, Z-Leu-Arg-MCA fluorescence; inhibition, % at 5.96 µM; hit rate 0.49% among 300,000; AID 1906;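 active means inhibition above the mean of all tested compounds plus 3 SD, set per screening campaign, cut at about 17% in these data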;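 further: 0% = plate median of test compound wells and 100% = 1 µM Z-Phe-Ala-diazomethylketone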
# TPT1 inh = C. albicans TPT1 enzyme inhibition | recombinant caTPT1, FP RNA substrate dephosphorylation | inhibition, % at 5 µM | hit rate 0.81% among 300,000 | AID 1962;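 active means inhibition above the mean of all tested compounds plus 3 SD, set per screening campaign, cut at about 24% in these data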;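 further: plate controls were DMSO alone for no effect and ferristatin control at 100 nM for full effect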
# * hit, by the source's call; x = not tested or not shown; & = joins results of further samples.
SMILES,procasp3 activ,PP1 inh,procasp7 counter,Efflux pump mplx,PP5 inh,core dimer inh,GASC-1 inh,CTSL1 counter,TPT1 inh
Cc1cc(C)c(OCCN2C(=O)NC(C)(C)C2=O)c(Cl)c1,-8.9,-2.3,10.2,0.0,-2.7,-1.4,17.2,3.3,0.3
Cc1ccccc1OCc1nnc(SCC(=O)Nc2c(C)n(C)n(-c3ccccc3)c2=O)n1-c1ccccc1,1.2,1.5,-4.6,0.0,2.2,-0.2,1.6,-2.8,-3.5
Nc1nc(-c2ccccc2)c(-c2ccccc2)s1,-6.9,-0.1,-2.4,-0.1,1.0,-4.4,-8.5,5.8,-1.8
Cc1cccc(-n2c(N)cc(=O)nc2SCC(=O)Nc2ccccc2)c1,8.0,1.6,0.9,0.0,0.5,3.5,16.9,-0.4,0.6
Nc1nonc1C(=Nc1ccccc1)NO,-3.4,1.8,1.4,0.0,-1.3,1.6,66.1,1.7,2.6
O=C(NCc1ccco1)C1CCN(c2ccc(N3CCOCC3)nn2)CC1,8.0,-3.5,1.6,0.2,3.0,-2.9,-6.3,3.8,-0.8
O=C(O)CCC(=O)N1N=C(c2ccc(Br)cc2)CC1c1cccs1 (stereo not given),-3.0,-4.3,3.1,-0.1,2.3,-1.2,-0.1,0.3,5.1
COc1ccc2[nH]cc(S(=O)(=O)c3ccc(F)cc3)c(=O)c2c1,5.9,-1.3,6.8,-0.4,0.6,-7.2,4.0,-3.9,1.2
COC(=O)[C@H]1C[C@@H]1[C@H](NC(=O)c1cccnc1)c1ccccc1,-2.9,7.9,2.5,-0.1,-0.4,1.5,11.4,0.4,-3.5
O=C(O)CCN1C(=O)CC2(CCCCC2)C1=O,-3.6,-2.5,-9.2,-0.2,-0.3,1.9,-24.2,0.6,-1.9
O=C(NC12CC3CC(CC(C3)C1)C2)N1CCN(c2ccccn2)CC1,3.1,-0.1,6.7,0.0,0.0,4.5,-4.8,-0.2,0.1
O=C(NCc1ccc(F)cc1)C(=O)NCC1OCCN1C(=O)c1ccc(Cl)cc1 (stereo not given),5.1,-1.0,4.9,0.1,-1.6,-1.4,1.8,0.2,4.7
Cc1cc(C)cc(NC(=O)CSc2nnc(Cc3cccn3C)n2-c2ccc(F)cc2)c1,-1.9,1.2,-11.8,0.3,4.9,3.0,-20.8&-2.5,0.2,-3.6
O=C(COC(=O)CNC(=O)c1ccc(Cl)cc1)Nc1ccc2c(c1)OCCO2,4.3,-2.5,-8.7,0.1,2.0,-2.8,1.5,-8.4,2.3
Cc1ccc(C2(C(F)(F)F)NC(=O)N3C(=C2C#N)Nc2ccccc23)cc1 (stereo not given),-4.1,8.8,6.0,0.2,-2.7,1.6,4.0,2.0,1.7
CN1CCN(CCNC(=O)Nc2ccccc2[N+](=O)[O-])CC1,4.3,0.3,0.6,-0.2,3.5,-6.0,11.2,-6.8,-2.5
O=[N+]([O-])c1ccc(/C=N/NC(=S)Nc2ccc(Cl)cc2Cl)s1,-10.4,5.7,-2.3,0.7,0.4,7.2,-10.2,-2.1,7.3
COc1cc2ccccc2cc1C(=O)N1CCN(C(C)=O)CC1,8.5,-1.9,8.2,1.2,2.0,-1.9,-12.3,-1.9,-1.8
N#Cc1c(Nc2ccccc2)sc(C(=O)C2CC2)c1N,-1.3,4.3,-13.8,-0.1,2.5,-4.0,-0.7,1.1,-5.0
Cn1nc(-c2ccc(C(=O)Nc3cccnc3)cc2)c2ccccc2c1=O,4.5,1.0,22.1,-0.1,-1.2,2.9,30.5,-0.9,0.9
Cc1ccc(C)c(N2CCN(C(=O)c3cc(S(=O)(=O)N4CCOCC4)cn3C)CC2)c1,11.4,2.5,-8.1,0.0,1.2,-0.8,3.2,-0.5,4.5
Cc1noc(C)c1S(=O)(=O)N1CCC(C(=O)NC2CCN(Cc3ccccc3)CC2)CC1,1.2,-5.2,1.3,-0.2,1.9,2.1,-1.8,2.7,-1.6
O=C(NC(=S)Nc1ccc(NC(=O)c2ccccc2)cc1)c1ccc(F)cc1,1.1,-0.6,-7.0,0.0,1.9,8.9,4.7,2.6,0.1
COC(=O)c1ccc(NC(=S)N2CCC(C(N)=O)CC2)cc1,-7.9,-1.8,-14.7,-0.1,-0.2,-3.4,6.5,-3.0,0.2
Cc1cc(NC(=O)C(=O)c2cn(C)c3ccccc23)no1,3.2,-0.1,6.6,0.2,0.4,1.3,-27.7,-1.4,-2.0

# Carrying on.
SMILES,procasp3 activ,PP1 inh,procasp7 counter,Efflux pump mplx,PP5 inh,core dimer inh,GASC-1 inh,CTSL1 counter,TPT1 inh
COc1ccc(C2C(=O)N(C3CCCCC3)CC(=O)N2CCc2ccccc2)cc1OC (stereo not given),7.4,-0.5,7.8,-0.2,3.2,4.3,6.7,1.1,1.2
Cc1ccccc1-n1c(SCc2c(C)noc2C)nnc1-c1c[nH]c2ccccc12,3.8,1.0,-3.7,0.1,6.7,16.6,3.9,-14.8,2.4
CN1CCN(c2nc(-c3cccs3)cs2)CC1,-2.2,-2.0,-8.7,0.0,-2.4,2.3,-3.4,0.6,0.0
COc1ccc([N+](=O)[O-])cc1NC(=O)CC1SC(=Nc2cccc(C)c2C)N(/N=C(\C)c2ccc(C)cc2)C1=O (stereo not given),-5.0,-1.5,10.0,0.2,1.2,14.9,-21.9,3.2,1.0
CC1CN(C(=O)c2cc(-c3ccncc3)nc3ccccc23)CC(C)O1 (stereo not given),-5.8,-2.3,10.5,0.0,-2.8,x,-7.1,x,x
COc1cc(/C=N\NC(=O)c2ccccc2F)ccc1Oc1ccc([N+](=O)[O-])cn1,-7.6,-0.9,3.6,-0.1,-0.7,10.1,11.2,-0.3,-0.6
COc1ccc(S(=O)(=O)NCC(c2cccnc2)N2CCN(c3ccccc3)CC2)cc1C (stereo not given),3.6,0.0,-9.7,0.2,2.4,5.9,-3.3,5.1,2.2
CC12CC(NC(=O)N1Cc1ccccc1)c1ccccc1O2 (stereo not given),-1.9,0.8,1.7,0.1,1.3,1.1,4.0,-2.1,0.5
Cc1ccc(NC(=O)NC(=O)CN2CCC(C(N)=O)CC2)c(C)c1,1.6,-2.9,10.2,-0.2,-0.1,x,4.0,x,x
O=C(CCC1CCCCC1)NCCN1CCOCC1,0.6,-2.2,4.4,-0.1,2.1,-2.1,-1.5,-2.0,-3.0
O=c1[nH]ncn1-c1ccccc1C(F)(F)F,2.5,-1.4,5.2,0.1,-1.9,-0.2,3.7,1.9,-2.5
OC(Cc1ccncc1)(c1ccccc1)c1ccccc1,-1.9,1.0,5.0,-0.1,2.9,5.8,-1.3,1.8,-1.2
O=C(CCC(=O)Nc1nnc(C2CCCCC2)s1)NCc1ccc(F)cc1,-5.1,-1.3,-0.1,-0.2,-0.3,-8.2,6.2,-3.9,0.3
Cc1ccc(N=Cc2c(O)n(-c3ccc4c(c3)OCO4)c(=O)c3ccccc23)cc1,2.0,-2.5,-10.7,0.0,2.6,62.3*,0.8,-1.9,0.5
CCOc1ccc(C(C)C)cc1S(=O)(=O)n1ccnc1C,-0.5,-1.2,7.4,0.1,1.0,3.2,-6.2,0.8,-5.0
Cc1[nH]c(C)c(S(=O)(=O)Nc2cccc(Cl)c2C)c1C(=O)N1CCCC1,6.6,0.5,-1.1,0.0,2.7,-2.5,9.0,0.5,-1.5
COc1cc(C(=O)NC(=S)N(CCc2ccccc2)CCc2ccccc2)cc(OC)c1OC,-2.8,-2.1,-3.2,0.2,1.5,9.3,14.0,0.1,-1.1
O=C1NC(=Nc2ccccc2)S/C1=C\c1cccnc1,3.9,-3.3,8.5,0.1,-1.3,4.2,-1.9,3.4,0.1
Cn1c(CN2CCOCC2)nnc1SCc1ccccc1,-1.4,-5.5,-6.8,0.0,1.2,-2.3,-4.1,-0.1,-1.6
CC(=O)OCC(=O)[C@@]1(OC(C)=O)[C@@H](C)C[C@H]2[C@@H]3C[C@H](F)C4=CC(=O)C=C[C@]4(C)[C@@]3(F)[C@@H](O)C[C@@]21C,-0.1,-1.6,5.9,0.1,-0.3,10.0,-21.1,-12.2,-4.6
CCOc1ccc(-n2c(C)nnc2SCC(=O)N(CC)CC)cc1,3.5,-5.9,-3.4,0.0,1.3,0.5,-16.9,-2.5,-0.2
COc1ccc(OC)c(CN2CCN(C(=O)c3cccc(S(=O)(=O)Nc4ccccc4OC)c3)CC2)c1,0.5,-4.4,2.8,-0.1,1.9,2.7,-3.5,3.0,-1.2
COc1cc(/C=N/NC(=O)CN(Cc2ccco2)S(=O)(=O)c2ccccc2)ccc1O,4.7,-0.5,0.7,-0.1,1.6,-1.7,3.7,1.3,2.3
CCS(=O)(=O)N1CCN(c2ccc(C(=O)N3CCOCC3)cc2[N+](=O)[O-])CC1,-4.6,-3.2,7.5,0.1,-2.6,-3.9,-0.7,-1.8,-4.3
C=CCn1c(O)c(CN2CCCCC2)c(C)c(C#N)c1=O,3.8,1.5,-0.4,0.1,-1.8,-3.3,-9.5,2.7,7.8

# (more compounds)
SMILES,procasp3 activ,PP1 inh,procasp7 counter,Efflux pump mplx,PP5 inh,core dimer inh,GASC-1 inh,CTSL1 counter,TPT1 inh
CCN(CC(=O)Nc1ccc(NC(C)=O)cc1)C(=O)/C=C/c1cccs1,-4.7,-2.5,-0.1,-1.5,0.3,4.0,-2.5,-0.9,1.8
NC(=O)NC(=O)CN1C(=O)NC(c2ccccc2)(c2ccccc2)C1=O,-1.5,1.4,0.8,-0.2,0.8,-2.0,9.1,-0.1,-2.6
CCOC(=O)Cc1csc(NC(=O)c2c(O)c3c(n(CC(C)C)c2=O)CCCC3)n1,7.0,-4.1,-2.5,0.1,-3.2,5.2,-15.7,-1.2,0.1
COc1cc2c(cc1OC)-c1nnnn1C(C)(C)C2,-1.4,-4.8,-8.5,-0.1,-0.6,-3.7,2.4,0.6,0.2
COc1cc(OC)c(C(=O)OCC(=O)N2CCOCC2)cc1OC,-6.5,-1.6,4.1,-0.2,0.1,-5.5,6.7,-2.3,0.2
COc1cc(C(=O)NC(=S)Nc2ccccc2N2CCCC2)cc(OC)c1OC,-4.3,4.2,-17.3,0.1,0.2,1.2,-7.9,5.6,0.8
COc1ccc(C(=O)NNC(=O)CCC(=O)Nc2cc(C)on2)cc1,-0.4,-0.8,1.1,-0.2,0.7,2.4,-15.0,-4.3,1.0
NC(=O)C1CCN(C(=O)CC2(CC(=O)O)CCCC2)CC1,7.1,-1.1,3.6,0.1,3.4,-3.5,7.7,-2.2,-0.3
